HttQ103 aggreg = inhibitors of mutant huntingtin aggregate formation in PC12 cells | PC12 HttQ103-GFP aggregates, Acumen cytometry, 40 h | Potency, µM (doses to about 46.1 µM), for inactives: at the highest dose activity change, negative = inhibition, actives largely listed as inhibitors | hit rate 1.1% among 220,000 | AID 1688; also: % is scaled to controls: 0 for no effect and ±100 for the full control effect; nearly all actives have a fitted effect of over 60% in size
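Steps: seed 1500 PC12 HTTQ103-GFP cells/well; add tebufenozide, 100 nM final; add compound titration; add ATPLite reagent; quantify GFP aggregates by laser scanning cytometry.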
ALDH1A1 inh = blocks purified human ALDH1A1 activity. P00352. Purified ALDH1A1, NADH fluorescence, propionaldehyde substrate. Potency, µM (top dose mostly 75.3 µM), for the others: at the top dose activity, negative = inhibition, most hits filed as inhibitors. hit rate 7.3% among 220,000; active = well fitted inhibition curve with a large enough effect, not every such curve was filed as active; inconclusive = small, poorly fitted or top-dose-only effect, or another doubt; inactive = no such curve, though single readings can be large or run the other way;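 also: plate controls were no enzyme wells and a reference inhibitor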
Target sequence (P00352 whole entry, looked up): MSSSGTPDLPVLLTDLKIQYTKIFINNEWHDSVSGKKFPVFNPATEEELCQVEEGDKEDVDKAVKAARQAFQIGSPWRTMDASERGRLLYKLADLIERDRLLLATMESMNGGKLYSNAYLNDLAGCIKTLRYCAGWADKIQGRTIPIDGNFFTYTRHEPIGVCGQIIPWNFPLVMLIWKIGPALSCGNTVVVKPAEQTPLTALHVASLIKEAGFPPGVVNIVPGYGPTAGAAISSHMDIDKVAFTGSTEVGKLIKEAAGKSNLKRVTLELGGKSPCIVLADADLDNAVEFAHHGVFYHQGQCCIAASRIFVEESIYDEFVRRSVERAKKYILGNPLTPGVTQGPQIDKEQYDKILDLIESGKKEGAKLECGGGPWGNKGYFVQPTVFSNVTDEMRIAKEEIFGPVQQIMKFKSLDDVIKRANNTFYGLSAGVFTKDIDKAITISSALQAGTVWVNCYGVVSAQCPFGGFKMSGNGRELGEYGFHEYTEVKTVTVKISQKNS
JMJD2E inh = blocks human JMJD2E demethylase activity; B2RXH2; JMJD2E catalytic domain, FDH-coupled NADH fluorescence (FDH is formaldehyde dehydrogenase); Potency, µM (titrated, usually from 57.1 µM), without a hit: at the highest dose activity change, negative = inhibition, hits mostly inhibitors; hit rate 1.6% among 230,000; active = well fitted inhibition curve with a large enough effect, not every such curve was filed as active; inconclusive = small, poorly fitted or top-dose-only effect, or another doubt; inactive = no such curve, though single readings can be large or run the other way;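 also: 0% = wells with enzyme and -100% = buffer wells without enzyme; nearly all actives have a fitted effect of over 50% in size; many of its hits are not listed in these tables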
Target sequence (B2RXH2 1-337 limits assumed): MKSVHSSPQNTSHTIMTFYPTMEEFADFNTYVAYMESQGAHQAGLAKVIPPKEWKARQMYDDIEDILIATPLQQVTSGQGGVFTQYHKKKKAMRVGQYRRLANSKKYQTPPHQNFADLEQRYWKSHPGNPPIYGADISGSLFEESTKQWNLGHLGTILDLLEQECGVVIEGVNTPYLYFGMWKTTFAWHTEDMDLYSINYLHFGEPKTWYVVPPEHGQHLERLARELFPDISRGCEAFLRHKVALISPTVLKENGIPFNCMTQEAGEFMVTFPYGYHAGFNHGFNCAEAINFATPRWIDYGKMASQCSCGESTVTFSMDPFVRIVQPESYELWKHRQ
HTT ATP protect = Huntington cell model cytoprotection by ATP luminescence | PC12 HTT-Q103 induced, cytoprotection, ATP luminescence, 40 h | Potency, µM (titrated, usually from 56.4 µM), for inactives: cytoprotection (ATP increase), usual class: activators | hit rate 0.14% among 230,000;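 also: % of control where 0% means no effect; nearly all actives have a fitted effect of over 45% in size; toxic huntingtin expression switched on by the ecdysone agonist tebufenozide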
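Compounds were screened for protection of PC12 cells against cell death after tebufenozide induction (100 nM final) of mutant Huntingtin exon 1 (Q103) fused to GFP.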
Tau ThT inhib = tau fibrillization inhibition (ThT binding). Potency, µM (titrated, usually from 57.4 µM), for the others: at the highest dose activity, negative = inhibition, actives largely listed as inhibitors. hit rate 2.1% among 270,000. AID 1460. P10636. recombinant tau K18 P301L, heparin-induced fibrillization, ThT fluorescence; also: % is scaled to controls: 0 for no effect and ±100 for the full control effect; nearly all actives have a fitted effect of over 55% in size
Target sequence (P10636 561-689 P618L limits assumed): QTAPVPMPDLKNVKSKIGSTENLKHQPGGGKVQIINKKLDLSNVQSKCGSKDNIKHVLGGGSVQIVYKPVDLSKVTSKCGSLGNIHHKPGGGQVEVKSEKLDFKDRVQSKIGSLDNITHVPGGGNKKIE
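Recombinant human tau K18 fragment […] carrying P301L, 15 uM unlabeled plus 0.24 uM Alexa 594-labeled, was fibrillized with 20 uM heparin in 100 mM sodium acetate pH 7 for 6 hr at 37 C; 30 uM ThT fluorescence read after 1 hr.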
Tau fluor counter = counter-screen for tau fibril formation inhibitors; hit rate 0.93% among 280,000; AID 1463; tau K18 P301L (four-repeat tau fragment) Alexa594 fluorescence, heparin fibrillization; Potency, µM (series often up to 57.7 µM), without a hit: top-dose activity change, negative = decrease; also: % is scaled to controls: 0 for no effect and ±100 for the full control effect; nearly all actives have a fitted effect of over 55% in size
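Human K18 P301L tau (15 uM unlabeled plus 0.24 uM Alexa 594-labeled, final) in 100 mM sodium acetate pH 7 was mixed with compound and 20 uM heparin and incubated 6 hr at 37 C.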
Tau FP inhib = blocks human tau fibril formation measured by polarization. K18 P301L tau heparin fibrillization, Alexa594 FP, 6 h. Potency, µM (top dose mostly 57.7 µM), inactives show at the highest dose activity, negative = inhibition, actives largely listed as inhibitors. P10636. hit rate 0.39% among 280,000; also: % is scaled to controls: 0 for no effect and ±100 for the full control effect; nearly all actives have a fitted effect of over 55% in size
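K18 P301L tau (15 uM unlabeled/0.24 uM Alexa 594-labeled, final) + compound + heparin 20 uM final; 100 mM NaOAc pH 7; 6 hr 37 C; ThT 30 uM final added, 1 hr RT; FP ex 555/em 632 nm.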
SMN2 splice up = enhancers of SMN2 splice variant expression | Potency, µM (series often up to 46.1 µM), for the others: top-dose activity change, positive = activation, hits mostly activators | HEK293 SMN2-luciferase splicing reporter, luminescence, 30-36 h | hit rate 2.8% among 210,000; also: % of control where 0% means no effect; nearly all actives have a fitted effect of over 55% in size
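HEK293 cells carry an SMN2 minigene-luciferase reporter in which exon 7 inclusion puts luciferase in frame. Cells were seeded at 2000 cells/well, attached for 10-12 hours, then exposed to compounds for 30-36 hours at 37C before ONE-Glo luminescence.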
* hit, by the source's call; ? = inconclusive; . = not tested or not shown; & = joins results of further samples; [ ] = dose if it differs, or a comment. Unless noted, calls follow the shape of the dose curve; as a rule, active = well fitted curve in the direction sought with a large enough effect; inconclusive = small, poorly fitted or top-dose-only effect, or another doubt; inactive = no such curve, though single readings can be large; an effect the other way counts as inactive or inconclusive. Potency is read from the fitted curve at half-maximal effect.

Sequence of screens: HttQ103 aggreg | ALDH1A1 inh | JMJD2E inh | HTT ATP protect | Tau ThT inhib | Tau fluor counter | Tau FP inhib | SMN2 splice up
(1) C#CCOCCOCCOCCNc1nc(N2CCN(C(=O)[C@H](Cc3ccc(O)cc3)n3cc([C@@H](N)CC(C)C)nn3)CC2)nc(N2CCN(C(=O)[C@H](Cc3cc4ccccc4[nH]3)n3cc([C@@H](N)CC(C)C)nn3)CC2)n1
 : -14%[9.22 µM] | 2% | ? | 6%[10 µM] | -16% | 1% | -1% | .
(2) Cc1ccc(NC(=O)c2nnn(-c3cccc(C(F)(F)F)c3)c2N)cc1
 : -5% | 9% | ? | -44%[inhibitor] | -15% | -11% | -10% | 0%
(3) O=C(Cc1ccccc1)NN1C(=O)c2ccccc2C1=O
 : -9%[9.22 µM] | 3% | 1% | -5%[10 µM] | 5% | 4% | 2% | 5%
(4) O=C(NC1CCCC1)C(c1cccs1)N(Cc1ccco1)C(=O)c1csnn1 (stereo unspecified)
 : 32% | ? | 3% | -6%[10 µM] | -8% | 0% | -4% | 12%
(5) O=c1c2cc(N3CCOCC3)ccc2[nH]c(=S)n1CCCN1CCN(c2ccccc2F)CC1
 : -1% | ? | 6% | -15%[0.074 µM] | -17% | -12% | 10% | -29%
(6) O=S(=O)(c1cccc2cnccc12)N1CCNCC1
 : . | -1% | 65%[activator] | ? | -3% | 0% | 4% | .
(7) O/N=C(\c1ccccn1)C1CC1c1ccccc1 (stereo unspecified)
 : -6% | 13% | -3% | -3% | -4% | 1% | -5% | 1%
(8) O=C(C1CCC1)N1CCc2cc(S(=O)(=O)NCc3ccc(F)cc3)ccc21
 : . | . | . | . | -10% | -9% | -11% | -8%
(9) Cc1nn(Cc2ccccc2)c(Cl)c1C(=O)OCc1nnc(-c2ccc(Cl)cc2)o1
 : -9% | 2% | -1% | -3%[10 µM] | -7% | -9% | 2% | 4%
(10) O=C(c1ccc(N2CCCC2)c([N+](=O)[O-])c1)N1CCN(CCO)CC1
 : 9%[9.22 µM] | ? | -1% | 1%[10 µM] | -2% | 2% | -2% | .
(11) Cc1ccc(Cn2nnc3c(=O)n(CC(=O)NCC4CCCO4)cnc32)cc1 (stereo unspecified)
 : 11% | ? | 2% | -20% | 1% | -2% | 0% | 10%
(12) CCOc1cnc(-c2c(-c3ccccc3Cl)noc2C)o1
 : -12% | ? | 1% | -22%[10 µM] | -5% | -3% | -5% | -10%
(13) COc1cccc(C(=O)NC(C)c2ccc(Br)cc2)c1 (stereo unspecified)
 : -8% | -8% | -16% | . | -4% | -9% | 9% | 5%
(14) COc1ccc(NC(=O)Cn2nnc(C(=O)NCc3ccccc3)c2N)cc1Cl
 : -11% | -3% | 11% | -14% | 2% | 6% | -4% | ?
(15) COc1ccc(C(=O)N/N=C/c2cccc3cccnc23)cc1
 : ? | ? | ? | -89%[inhibitor] | -17% | -4% | 3% | -14%
(16) CCOc1cc(C2C(C#N)=C(N)OC(C)=C2C(C)=O)cc(Br)c1O (stereo unspecified)
 : -16% | -9% | -10% | 6% | ? | -8% | 3% | -9%
(17) CCCN1CCN(CCCNC(=O)Cn2nc(-c3ccccc3)ccc2=O)CC1
 : -19% | 1% | -2% | 7% | -11% | -5% | 5% | 21%
(18) CC(=O)Nc1ccc(C(=O)CS(=O)(=O)c2ccc(C)cc2)cc1
 : 5% | ? | 10% | -6% | 8% | -2% | -2% | 19%
(19) COC(=O)c1noc(C)c1-c1ccnn1C(=O)c1ccc(C)cc1
 : -10%[9.22 µM] | -2% | 7% | -14%[10 µM] | -1% | 6% | -1% | .
(20) CCOc1ccc(-n2c(SCc3ccc([N+](=O)[O-])cc3)nnc2-c2ccccc2)cc1
 : 20µM* | 9% | -1% | 10%[10 µM] | -11% | -12% | 7% | -31%[inhibitor]

Reformatted: entries from further up
[19] COC(=O)c1noc(C)c1-c1ccnn1C(=O)c1ccc(C)cc1
[12] CCOc1cnc(-c2c(-c3ccccc3Cl)noc2C)o1
[9] Cc1nn(Cc2ccccc2)c(Cl)c1C(=O)OCc1nnc(-c2ccc(Cl)cc2)o1
[15] COc1ccc(C(=O)N/N=C/c2cccc3cccnc23)cc1

| compound no. | 19 | 12 | 9 | 15 |
| --- | --- | --- | --- | --- |
| HttQ103 aggreg | -10%[9.22 µM] | -12% | -9% | ? |
| ALDH1A1 inh | -2% | ? | 2% | ? |
| JMJD2E inh | 7% | 1% | -1% | ? |
| HTT ATP protect | -14%[10 µM] | -22%[10 µM] | -3%[10 µM] | -89%[inhibitor] |
| Tau ThT inhib | -1% | -5% | -7% | -17% |
| Tau fluor counter | 6% | -3% | -9% | -4% |
| Tau FP inhib | -1% | -5% | 2% | 3% |
| SMN2 splice up | . | -10% | 4% | -14% |

Single records, from the list above. Order of screens: HttQ103 aggreg | ALDH1A1 inh | JMJD2E inh | HTT ATP protect | Tau ThT inhib | Tau fluor counter | Tau FP inhib | SMN2 splice up
Shown for O=C(Cc1ccccc1)NN1C(=O)c2ccccc2C1=O : -9%[9.22 µM] | 3% | 1% | -5%[10 µM] | 5% | 4% | 2% | 5%
Shown for COc1ccc(C(=O)N/N=C/c2cccc3cccnc23)cc1 : ? | ? | ? | -89%[inhibitor] | -17% | -4% | 3% | -14%
Shown for O=C(NC1CCCC1)C(c1cccs1)N(Cc1ccco1)C(=O)c1csnn1 (stereo unspecified) : 32% | ? | 3% | -6%[10 µM] | -8% | 0% | -4% | 12%
Shown for Cc1nn(Cc2ccccc2)c(Cl)c1C(=O)OCc1nnc(-c2ccc(Cl)cc2)o1 : -9% | 2% | -1% | -3%[10 µM] | -7% | -9% | 2% | 4%

Some values from above:
C#CCOCCOCCOCCNc1nc(N2CCN(C(=O)[C@H](Cc3ccc(O)cc3)n3cc([C@@H](N)CC(C)C)nn3)CC2)nc(N2CCN(C(=O)[C@H](Cc3cc4ccccc4[nH]3)n3cc([C@@H](N)CC(C)C)nn3)CC2)n1 | HTT ATP protect: 6%[10 µM]
Cc1ccc(NC(=O)c2nnn(-c3cccc(C(F)(F)F)c3)c2N)cc1 | HttQ103 aggreg: -5%

New compounds follow
Sequence of screens: HttQ103 aggreg | ALDH1A1 inh | JMJD2E inh | HTT ATP protect | Tau ThT inhib | Tau fluor counter | Tau FP inhib | SMN2 splice up
(21) O=C1OC(C(=O)Nc2nccs2)Cc2ccccc21 (stereo unspecified)
 : -10% | 5% | -1% | -1% | -5% | -6% | -6% | -14%
(22) CCN(CC)CCn1c(=N)n(CC(O)COc2ccccc2C)c2ccccc21 (stereo unspecified)
 : . | . | . | . | -3% | -2% | -7% | -3%
(23) Cn1nc(-c2ccccc2F)c2cc(C(=O)N3CCN(c4ccc(F)cc4)CC3)sc21
 : . | . | . | . | ? | -26% | 2% | -46%[inhibitor]
(24) CSc1ccccc1NC(=O)c1ccc(Cl)s1
 : -2% | ? | -3% | -7% | -21% | -22% | -4% | ?
(25) CC(NC(=S)NCCN1CCOCC1)C12CC3CC(CC(C3)C1)C2 (stereo unspecified)
 : 11%[9.22 µM] | ? | 2% | -35%[inhibitor][1.9 µM] | 0% | -8% | -6% | -5%
(26) CC(Sc1nnnn1-c1ccc(Cl)cc1)C(=O)NCC(=O)Nc1ccc(F)c(F)c1F (stereo unspecified)
 : 6% | 3% | -10% | 43%[0.074 µM] | 4% | -20% | -12% | -16%
(27) CC(NC(=S)N1CCOCC1)c1ccccc1 (stereo unspecified)
 : 2% | -4% | -2% | -20%[10 µM] | 4% | 7% | 2% | 31%
(28) Cc1ccc(C(=O)N2CCN(c3cc(=O)[nH]nc3-c3ccccc3)CC2)cc1
 : 12% | 16µM* | 2% | -3% | -11% | -3% | -4% | -3%
(29) O=C(CN1C(=O)c2cccc3cccc(c23)C1=O)N1CCN(Cc2ccc3c(c2)OCO3)CC1
 : 18µM* | ? | ? | 20%[10 µM] | -10% | -20% | -2% | -16%
(30) CCC(C)(C)NC(=O)CN(C(=O)c1snc(C(N)=O)c1N)c1ccc2c(c1)OCCO2
 : -12% | 3% | 2% | 1% | -7% | -9% | 4% | 29%
(31) CCOc1cccc(C(=O)Nc2cccc(-c3nc4ncccc4o3)c2C)c1
 : -16% | 18µM* | -10% | -11% | ? | -5% | 7% | -29%
(32) COC(=O)C(O)(CC(=O)Nc1cc(OC)c(OC)c(OC)c1)C(F)(F)F (stereo unspecified)
 : -14% | 16% | 4% | 18%[1.9 µM] | -9% | -4% | -3% | 6%
(33) S=C(NCCN1CCOCC1)Nc1ccc(Cl)c(Cl)c1
 : 12% | -12% | 2% | -14% | 7% | -15% | -9% | 3%
(34) CCOc1ccc(CCNC(=O)C2=C(C)C(=O)OC23CCC(C)CC3)cc1OCC (stereo unspecified)
 : -9% | -3% | 12% | -37% | -11%&3% | -9%&-9% | -4%&-6% | -28%&-7%
(35) O=C(OCC(F)(F)F)[C@H](O)[C@@H](O)C(=O)OCC(F)(F)F
 : . | 0% | 5% | . | -2% | -3% | -5% | -4%
(36) O=c1c2sccc2nc(SCc2cc(=O)n3cc(Cl)ccc3n2)n1Cc1ccccn1
 : 2% | ? | ? | -62%[inhibitor] | ? | -16% | -1% | 6%
(37) O=C(COc1ccc(Br)cc1Cl)Nn1cnnc1
 : -3% | 4% | -5% | 2% | -1% | -3% | -7% | 9%
(38) COc1ccc(CC(NC(C)=O)C(=O)NC2CCN(C(=O)Nc3ccc(Cl)cc3)CC2)cc1OC (stereo unspecified)
 : 21% | -2% | -7% | 4% | -3% | -7% | -5% | -1%
(39) COc1cc(C2c3c(oc4ccc(C)cc4c3=O)C(=O)N2Cc2ccccc2)ccc1O (stereo unspecified)
 : . | . | . | . | 2% | -9% | -7% | -3%
(40) Cc1nn(CC(=O)OC(C)C(=O)Nc2ccccc2[N+](=O)[O-])c(C)c1[N+](=O)[O-] (stereo unspecified)
 : -12% | -7% | 4% | 18%[10 µM] | -4% | -6% | -2% | .
(41) CCOC(=O)C1CCCN(c2c(NCCc3ccccc3)c(=O)c2=O)C1 (stereo unspecified)
 : -21%[9.22 µM] | . | 2% | -11%[10 µM] | -4% | 0% | 3% | .
(42) CCOC(=O)c1nnc(-c2ccccc2)nc1NC
 : -6% | -4% | -2% | -4% | -12% | -9% | -10% | -14%
(43) O=C(COC(=O)c1cncc(Br)c1)NCCC1=CCCCC1
 : 5% | ? | 7% | 5%[10 µM] | -11% | 2% | 5% | -2%

An excerpt (hit frequency here may not be typical).
